NALP3 yeast inh = inhibitors of NALP3 inflammasome in yeast | Yeast reconstituted NLRP3/ASC/caspase-1, beta-gal luminescence, 24 h | inhibition, % at 10 µM | AID 2825 | 330,000 tested, 0.39% active;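 active means inhibition of 50% or more; inactive means inhibition below 50%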;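 further: plate controls were induced DMSO wells for no effect and uninduced yeast grown without galactose for full effect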
APOBEC3A inh = blocks human APOBEC3A ssDNA deamination; P31941; recombinant A3A, FAM/TAMRA ssDNA deamination fluorescence; inhibition, % at 20 µM; 330,000 tested, 0.41% active; AID 493011;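 active means at least 40% inhibition at 20 µM here, with at most 30% in a related deaminase screen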;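 further: plate controls were A3A with DMSO for no effect and wells lacking A3A enzyme for full effect; some results filed as inactive read as strong as hits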
TIM10 inh = TIM10 yeast growth inhibition; 330,000 tested, 1.4% active; inhibition, % at 10 µM; S. cerevisiae TIM10 strain growth, BacTiter-Glo luminescence, 24 h;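 active means inhibition of 40% or more at the single tested concentration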;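 further: wild-type TIM10 isogenic control strain grown at permissive 25 °C; 0% = DMSO yeast wells and 100% = minimal medium wells without yeast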
beta cell repl = induces beta-cell replication in MIN6 cells; AID 2380; proliferation, % at 10 µM; MIN6 cells proliferation, ATPlite luminescence, 48 h; cells starved in 0.2% serum; 100% = growth in 10% serum; 330,000 tested, 0.29% active;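 active means compounds whose signal lies at least 3.5 SD above the mean of all wells on their plate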;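 further: 0% = DMSO-treated cells in low-serum medium and 100% = 10% serum control; some compounds called inactive have numbers as strong as hits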
mIAP inh = mouse IAP inhibition. inhibition, % at 10 µM. AID 2806. purified mouse IAP, CDP-Star luminescence, 30 min. 330,000 tested, 0.2% active;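 active means inhibition of at least 40% at 10 µM in the primary screen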;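 further: plate controls were DMSO with enzyme for no effect and no enzyme wells for full effect; values of inactives mirror those of a sister screen read the other way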
APOBEC3G inh = blocks human APOBEC3G single-stranded DNA deamination; 330,000 tested, 0.28% active; inhibition, % at 20 µM; recombinant A3G, ssDNA deamination FAM/TAMRA fluorescence;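 active means inhibition of at least 40% at 20 µM, with no more than 30% in the related APOBEC3A deaminase screen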;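 further: plate controls were DMSO wells with A3G for no effect and wells lacking A3G enzyme for full effect; some compounds called inactive have numbers as strong as hits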
Target sequence (Q9HC16 whole entry, looked up): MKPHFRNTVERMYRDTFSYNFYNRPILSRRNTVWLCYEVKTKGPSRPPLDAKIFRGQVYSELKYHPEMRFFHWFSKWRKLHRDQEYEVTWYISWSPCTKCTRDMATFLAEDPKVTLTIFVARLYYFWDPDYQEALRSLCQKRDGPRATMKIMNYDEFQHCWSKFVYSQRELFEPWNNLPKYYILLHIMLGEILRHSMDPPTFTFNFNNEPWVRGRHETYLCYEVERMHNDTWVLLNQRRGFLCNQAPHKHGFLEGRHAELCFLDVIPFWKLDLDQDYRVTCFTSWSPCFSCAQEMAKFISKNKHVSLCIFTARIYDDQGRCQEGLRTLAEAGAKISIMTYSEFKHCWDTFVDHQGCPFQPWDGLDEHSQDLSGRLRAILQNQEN
mIAP activ = mouse IAP activation. 330,000 tested, 0.24% active. muIAP, CDP-Star luminescence, 30 min; active compounds read high; 1 = vehicle-only enzyme signal, 0 = enzyme-free wells. activation factor at 10 µM;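 active means activation factor of at least 2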; further: the source names both 10 and 20 µM as test concentration; values of inactives mirror those of a sister screen read the other way
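Assay system: mouse IAP enzyme / Compound: DMSO-dissolved test compounds / Timing: 30 min, room temperature / Measured by: luminescence from enzymatic CDP-Star hydrolysis / Control set: DMSO-only wells, enzyme-free buffer wells as negative control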
tim10-1 inh = inhibits growth of tim10-1 mutant yeast | S. cerevisiae tim10-1 ts strain growth, BacTiter-Glo, 24 h | inhibition, % at 20 µM | 330,000 tested, 2.2% active | AID 463190;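 active means inhibition of at least 40%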;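 further: mutant grown at 25 °C; 0% = DMSO wells with yeast and 100% = wells holding no yeast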
hIAP inh = blocks human intestinal alkaline phosphatase. P09923. purified IAP, CDP-Star luminescence, 30 min. inhibition, % at 10 µM. 330,000 tested, 0.12% active;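 active means inhibition reaching a set limit with compound at 10 µM in the primary screen, cut at about 35% in these data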;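 further: plate controls were DMSO wells with enzyme for no effect and no-enzyme buffer wells for full effect; values of inactives mirror those of a sister screen read the other way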
Target sequence (P09923 whole entry, looked up): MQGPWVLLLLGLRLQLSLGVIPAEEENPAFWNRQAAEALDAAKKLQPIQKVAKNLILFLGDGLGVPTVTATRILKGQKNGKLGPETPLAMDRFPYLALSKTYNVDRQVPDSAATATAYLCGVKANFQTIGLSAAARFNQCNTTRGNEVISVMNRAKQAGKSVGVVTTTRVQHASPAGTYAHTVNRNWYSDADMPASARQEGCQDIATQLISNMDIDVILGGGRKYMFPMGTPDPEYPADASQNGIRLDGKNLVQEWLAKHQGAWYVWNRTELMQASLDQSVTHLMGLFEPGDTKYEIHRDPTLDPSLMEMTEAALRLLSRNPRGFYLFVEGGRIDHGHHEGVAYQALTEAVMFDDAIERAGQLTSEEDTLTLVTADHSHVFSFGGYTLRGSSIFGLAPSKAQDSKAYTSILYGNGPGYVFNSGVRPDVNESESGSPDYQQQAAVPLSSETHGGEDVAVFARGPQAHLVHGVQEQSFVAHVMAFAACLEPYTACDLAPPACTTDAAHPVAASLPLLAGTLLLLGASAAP
Numbers without * were called inactive; & = joins results of further samples.

Screening CN1CCO/C1=C(\C(Cl)=C(Cl)Cl)[N+](=O)[O-] returned NALP3 yeast inh 23, APOBEC3A inh -4, TIM10 inh 9, beta cell repl 2, mIAP inh 4, APOBEC3G inh -6, mIAP activ 0.96, tim10-1 inh -7 and hIAP inh -16.
Screening COc1ccccc1C(=O)NCC(=O)OCC(=O)c1ccc2c(c1)-c1ccccc1C2 returned NALP3 yeast inh 8, APOBEC3A inh -4, TIM10 inh -5, beta cell repl -1, mIAP inh 2, APOBEC3G inh -6, mIAP activ 0.98, tim10-1 inh 11 and hIAP inh 8.
For O=C(NCCc1nnc2ccccn12)c1cccs1 the results were NALP3 yeast inh 12, APOBEC3A inh -6, TIM10 inh -3, beta cell repl -2, mIAP inh 8, APOBEC3G inh -5, mIAP activ 0.92, tim10-1 inh -10 and hIAP inh -16.
`COC(=O)Cc1c(OC)ccn(CCc2c[nH]c3ccccc23)c1=O` gave NALP3 yeast inh -1, APOBEC3A inh 5, TIM10 inh -8, beta cell repl -3, mIAP inh 14, APOBEC3G inh -1, mIAP activ 0.86, tim10-1 inh 10 and hIAP inh -10.
Screening Cc1ccc(C2Nc3ccc4ccccc4c3C3=C2C(=O)CC(C)(C)C3)o1 (stereo not drawn) returned NALP3 yeast inh -19, APOBEC3A inh -1, TIM10 inh -4, beta cell repl -5, mIAP inh -1, APOBEC3G inh -4, mIAP activ 1, tim10-1 inh 7 and hIAP inh -1.
O=C(COc1ccccc1)N(Cc1cccs1)C1CCS(=O)(=O)C1 (stereo not drawn) was read as NALP3 yeast inh 21, APOBEC3A inh -1, TIM10 inh 0, beta cell repl -1, mIAP inh -2, APOBEC3G inh -4, mIAP activ 1, tim10-1 inh -5 and hIAP inh -6.
For N#Cc1c(SCC(=O)Nc2nncs2)sc2c(O)cc(=O)[nH]c12 the results were NALP3 yeast inh 13, APOBEC3A inh 73, TIM10 inh 8, beta cell repl 0, mIAP inh 57*, APOBEC3G inh 51, mIAP activ 0.43, tim10-1 inh -28 and hIAP inh -4.
For COc1ccc(OCC(=O)Nc2nc3ccccc3[nH]2)cc1 the results were NALP3 yeast inh 14, APOBEC3A inh -1, TIM10 inh -3, beta cell repl -4, mIAP inh 18, APOBEC3G inh -5, mIAP activ 0.82, tim10-1 inh -42 and hIAP inh -11.
`Cc1cc(NC(=O)CSc2nc3ccccc3n2CC(=O)N2CC(C)CC(C)C2)no1` (stereo not drawn) gave NALP3 yeast inh 8, APOBEC3A inh 2, TIM10 inh 1, beta cell repl 2, mIAP inh -1, APOBEC3G inh -7, mIAP activ 1, tim10-1 inh 6 and hIAP inh 16.
For CC(C(=O)NCc1cccnc1)c1ccc([N+](=O)[O-])cc1 (stereo not drawn) the results were NALP3 yeast inh 10, APOBEC3A inh -4, TIM10 inh 3, beta cell repl -3, mIAP inh -4, APOBEC3G inh 1, mIAP activ 1, tim10-1 inh -5 and hIAP inh 5.
For CC(=O)Nc1ccc(C(=O)Nc2ccc(S(=O)(=O)N3CCCCC3)cc2)cc1 the results were NALP3 yeast inh 23, APOBEC3A inh -3, TIM10 inh 16, beta cell repl -3, mIAP inh 3, APOBEC3G inh -9, mIAP activ 0.97, tim10-1 inh 1 and hIAP inh 17.
Screening CC(/C=N/n1c(-c2ccncc2)n[nH]c1=S)=C\c1ccco1 returned NALP3 yeast inh 12, APOBEC3A inh -1, TIM10 inh -3, beta cell repl 9, mIAP inh 6, APOBEC3G inh 66*, mIAP activ 0.94, tim10-1 inh 5 and hIAP inh -14.
O/N=C(/c1ccc(F)cc1)C1CC1c1c(F)cccc1Cl (stereo not drawn) was read as NALP3 yeast inh 23, APOBEC3A inh -2, TIM10 inh 30, beta cell repl -4, mIAP inh -4, APOBEC3G inh -4, mIAP activ 1, tim10-1 inh 37 and hIAP inh 3.
Screening O=C(NCCN1C(=O)S/C(=C/c2cccnc2)C1=O)C1CC(=O)N(Cc2ccccc2)C1 (stereo not drawn) returned NALP3 yeast inh 13, APOBEC3A inh -1, TIM10 inh 4, beta cell repl -2, mIAP inh -16, APOBEC3G inh -2, mIAP activ 1.2, tim10-1 inh 7 and hIAP inh -26.
`O=C(Cn1c(=O)c2cccn2c2ccccc21)Nc1cc(F)ccc1F` gave NALP3 yeast inh 11, APOBEC3A inh 4, TIM10 inh 8, beta cell repl -3, mIAP inh 5, APOBEC3G inh 3, mIAP activ 0.95, tim10-1 inh 30 and hIAP inh 1.
Screening COc1ccc(NC(=O)c2ccc(N3C(=O)C4CC=C(C)CC4C3=O)cc2)c(OC)c1 (stereo not drawn) returned NALP3 yeast inh 12, APOBEC3A inh -1, TIM10 inh 4, beta cell repl -3, mIAP inh 6, APOBEC3G inh -6, mIAP activ 0.94, tim10-1 inh 18 and hIAP inh 7.
C=CCn1nc(-c2ccccc2)c(N2CCCCC2)cc1=O was read as NALP3 yeast inh 0, APOBEC3A inh -3, TIM10 inh 11, beta cell repl 1, mIAP inh 12, APOBEC3G inh -6, mIAP activ 0.88, tim10-1 inh 6 and hIAP inh 10.
For Cc1cc2cc3c(cc2nc1SCC(=O)OC(C)C)OCCO3 the results were NALP3 yeast inh -38, APOBEC3A inh -3, TIM10 inh 26, beta cell repl -1, mIAP inh 4, APOBEC3G inh -3, mIAP activ 0.96, tim10-1 inh 27 and hIAP inh -13.
For COc1ccc2c(C)cc3n[nH]c(=S)n3c2c1 the results were NALP3 yeast inh 38, APOBEC3A inh -7, TIM10 inh 29, beta cell repl 0, mIAP inh -4, APOBEC3G inh 52*, mIAP activ 1, tim10-1 inh 23 and hIAP inh 0.
CCn1c(SCC(=O)NCCc2ccccc2)nc2c([nH]c3ccccc32)c1=O was read as NALP3 yeast inh 12, APOBEC3A inh -2, TIM10 inh -9, beta cell repl -6, mIAP inh 2, APOBEC3G inh -8, mIAP activ 0.98, tim10-1 inh -11 and hIAP inh -24.
COC(=O)c1nc(NNC(=O)c2ccccc2)sc1-c1ccccc1 was read as NALP3 yeast inh -23, APOBEC3A inh -6, TIM10 inh 8, beta cell repl -1, mIAP inh 15, APOBEC3G inh -12, mIAP activ 0.85, tim10-1 inh 23 and hIAP inh -51.
Screening CCOc1ccc2oc(C(=O)OCC(=O)N3CCCC(C)C3)c(C)c2c1 (stereo not drawn) returned NALP3 yeast inh 18, APOBEC3A inh 0, TIM10 inh 13, beta cell repl -1, mIAP inh 6, APOBEC3G inh -7, mIAP activ 0.94, tim10-1 inh 8 and hIAP inh 19.
COc1cc(CN2CCN(c3cc(C)ccc3C)CC2)cc([N+](=O)[O-])c1O was read as NALP3 yeast inh -5, APOBEC3A inh -2, TIM10 inh 12, beta cell repl -3, mIAP inh -3, APOBEC3G inh -7, mIAP activ 1, tim10-1 inh 10 and hIAP inh 24.
For COc1ccc(C(=O)COC(=O)/C=C/c2ccco2)cc1F the results were NALP3 yeast inh 30, APOBEC3A inh 8, TIM10 inh 15, beta cell repl -3, mIAP inh 9, APOBEC3G inh -4, mIAP activ 0.91, tim10-1 inh 5 and hIAP inh 11.
Cn1c(-c2cc(Cl)ccc2O)nc2c1c(=O)[nH]c(=O)n2Cc1ccccc1 was read as NALP3 yeast inh -3, APOBEC3A inh -1, TIM10 inh 12, beta cell repl -4, mIAP inh 3, APOBEC3G inh -4, mIAP activ 0.97, tim10-1 inh -2 and hIAP inh 7.
O=C(Nc1ccccc1C(=O)Nc1ccc2c(c1)OCO2)c1cccs1 was read as NALP3 yeast inh 14, APOBEC3A inh -2, TIM10 inh 34, beta cell repl 0, mIAP inh 2, APOBEC3G inh -4, mIAP activ 0.98, tim10-1 inh 25 and hIAP inh 11.
CCCc1nn2c(N)c(/C=C3\C=Nc4ccccc43)c(=O)nc2s1 was read as NALP3 yeast inh 11&9, APOBEC3A inh -7&1, TIM10 inh -15&6, beta cell repl 1&1, mIAP inh -8&11, APOBEC3G inh -2&-8, mIAP activ 1.1&0.89, tim10-1 inh -7&-9 and hIAP inh 8&-2.
Screening Cc1cc(C)cc(NC(=O)OCCN2CCN(Cc3ccccc3)CCC2=O)c1 returned NALP3 yeast inh 16, APOBEC3A inh -3, TIM10 inh 2, beta cell repl 1, mIAP inh -7, APOBEC3G inh -10, mIAP activ 1.1, tim10-1 inh 1 and hIAP inh 14.
For O=C(C1CCN(S(=O)(=O)N2CCC3(CC2)OCCO3)CC1)N1CCN(Cc2ccccc2)CC1 the results were NALP3 yeast inh 1, APOBEC3A inh -2, TIM10 inh 1, beta cell repl -3, mIAP inh -4, APOBEC3G inh -2, mIAP activ 1, tim10-1 inh 3 and hIAP inh -8.
For CCCCOC(=O)c1cc(C)nc2ccc(Br)cc12 the results were NALP3 yeast inh -2, APOBEC3A inh -6, TIM10 inh -8, beta cell repl -2, mIAP inh 6, APOBEC3G inh -4, mIAP activ 0.94, tim10-1 inh -2 and hIAP inh -21.
For Cc1ccc(CSCC(=O)NCCc2ccccc2)cc1 the results were NALP3 yeast inh 9, APOBEC3A inh 8, TIM10 inh 1, beta cell repl -2, mIAP inh 1, APOBEC3G inh 1, mIAP activ 0.99, tim10-1 inh 1 and hIAP inh -12.
Screening Nc1cccc(Nc2nc(OC(C(F)(F)F)C(F)(F)F)nc(OC(C(F)(F)F)C(F)(F)F)n2)c1 returned NALP3 yeast inh 4, APOBEC3A inh 6, TIM10 inh 24, beta cell repl -5, mIAP inh 6, APOBEC3G inh 0, mIAP activ 0.94, tim10-1 inh 43* and hIAP inh 1.
`Oc1ccc(Br)cc1/C=N/n1c(COc2ccccc2)n[nH]c1=S` gave NALP3 yeast inh 32, APOBEC3A inh -5, TIM10 inh 30, beta cell repl -3, mIAP inh 12, APOBEC3G inh 1, mIAP activ 0.88, tim10-1 inh 30 and hIAP inh -19.
`COc1ccc(/C=C(\C#N)C(=O)OCC(=O)NCc2ccccc2OC)cc1` gave NALP3 yeast inh 18, APOBEC3A inh -2, TIM10 inh -9, beta cell repl -5, mIAP inh 7, APOBEC3G inh 15, mIAP activ 0.93, tim10-1 inh 2 and hIAP inh -10.
Screening Cc1ccsc1C(=O)OCc1cc(=O)n2ccsc2n1 returned NALP3 yeast inh 28, APOBEC3A inh 5, TIM10 inh -6, beta cell repl -4, mIAP inh -9, APOBEC3G inh -1, mIAP activ 1.1, tim10-1 inh -3 and hIAP inh 5.
CC1=C(C(=O)N2CCCCC2)C(c2cccs2)C2=C(CCCC2=O)N1 (stereo not drawn) was read as NALP3 yeast inh -12, APOBEC3A inh -2, TIM10 inh 2, beta cell repl 4, mIAP inh -3, APOBEC3G inh -3, mIAP activ 1, tim10-1 inh 12 and hIAP inh -5.
Screening COC(CNC(=O)c1ccc2c(c1)nc(C)n2-c1cc(C)cc(C)c1)OC returned NALP3 yeast inh 18, APOBEC3A inh -2, TIM10 inh -6, beta cell repl -1, mIAP inh -7, APOBEC3G inh -7, mIAP activ 1.1, tim10-1 inh 20 and hIAP inh -9.
For CC(=O)Nc1ccc(NC(=O)C(NS(=O)(=O)c2ccc3c(c2)OCCO3)C(C)C)cc1 (stereo not drawn) the results were NALP3 yeast inh 10, APOBEC3A inh 0, TIM10 inh -13, beta cell repl 5, mIAP inh 3, APOBEC3G inh -3, mIAP activ 0.97, tim10-1 inh -3 and hIAP inh -12.
For CCCCC(=O)Nc1ccc(C(=O)N2CCN(c3ccccc3OC)CC2)cc1 the results were NALP3 yeast inh 3, APOBEC3A inh 1, TIM10 inh 21, beta cell repl 0, mIAP inh 1, APOBEC3G inh -1, mIAP activ 0.99, tim10-1 inh 24 and hIAP inh -4.

Screening results as filed in PubChem BioAssay.
